TIM10 inh = inhibits growth of TIM10 yeast strain; S. cerevisiae TIM10 strain growth, BacTiter-Glo luminescence, 24 h; inhibition, % at 10 µM; 330,000 tested, 1.4% active; AID 463195;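 active = inhibition of 40% or more at the single tested concentration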;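 note: wild-type TIM10 isogenic control strain grown at permissive 25 °C; 0% = DMSO yeast wells and 100% = minimal medium wells without yeast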
UPR CHOP act = activators of apoptotic arm of unfolded protein response (CHOP). CHO-CHOP luciferase reporter, UPR activation, luminescence; percent of tunicamycin response over DMSO baseline. activation, % at 10 µM. 330,000 tested, 0.34% active. AID 449763;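 active = at 10 µM dose, activation of 40% or more, normalized to positive control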;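 note: 100% = tunicamycin at 10 µg/mL and 0% = DMSO alone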
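Dosing – one dose, 10 µM in 0.5% DMSO · System – CHO-CHOP cells, stable luciferase reporter of PERK-eIF2a-CHOP signalling · Input – 500 cells/well · Control set – tunicamycin 10 µg/mL final as positive, DMSO-only wells as negative · Timing – 6 h compound treatment, 37 °C · Measure – % activation vs tunicamycin · Technique – luminescence read with Steady-Glo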
tim10-1 inh = inhibits growth of tim10-1 mutant yeast; S. cerevisiae tim10-1 ts strain growth, BacTiter-Glo, 24 h; inhibition, % at 20 µM; 330,000 tested, 2.2% active; AID 463190;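 active = inhibition of at least 40%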;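 note: mutant grown at 25 °C; 0% = DMSO wells with yeast and 100% = wells holding no yeast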
Jurkat NFkB inh = inhibitors of the PMA/ionomycin-induced NF-kB reporter in Jurkat cells. PMA/ionomycin-induced NF-kB luciferase reporter, luminescence. inhibition, % at 4 µM. 330,000 tested, 0.53% active. AID 435003; in the data active = inhibition above about 50%
Mdm2 MdmX PPI = disrupts the human Mdm2-MdmX interaction. O15151+Q00987. SaOS-2 split-luciferase Mdm2/MdmX complementation, luminescence. inhibition, % at 8 µM. 330,000 tested, 3% active. AID 485346;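 active = inhibition of at least 50% at 8 µM in the primary screen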
Target sequence (O15151 whole entry, looked up): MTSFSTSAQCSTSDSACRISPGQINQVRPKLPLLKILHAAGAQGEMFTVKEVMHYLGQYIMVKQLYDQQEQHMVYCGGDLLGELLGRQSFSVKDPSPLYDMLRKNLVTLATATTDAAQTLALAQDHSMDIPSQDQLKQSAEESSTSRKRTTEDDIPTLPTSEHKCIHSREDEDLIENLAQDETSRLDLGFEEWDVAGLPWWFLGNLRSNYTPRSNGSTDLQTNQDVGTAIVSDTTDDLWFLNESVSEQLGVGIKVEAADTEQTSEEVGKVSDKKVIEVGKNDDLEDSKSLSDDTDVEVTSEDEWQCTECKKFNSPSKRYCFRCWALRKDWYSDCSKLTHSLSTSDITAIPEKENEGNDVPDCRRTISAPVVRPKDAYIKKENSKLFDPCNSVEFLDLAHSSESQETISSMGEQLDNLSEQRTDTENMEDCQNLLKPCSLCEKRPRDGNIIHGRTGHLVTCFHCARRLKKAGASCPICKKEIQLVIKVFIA
Target sequence (Q00987 whole entry, looked up): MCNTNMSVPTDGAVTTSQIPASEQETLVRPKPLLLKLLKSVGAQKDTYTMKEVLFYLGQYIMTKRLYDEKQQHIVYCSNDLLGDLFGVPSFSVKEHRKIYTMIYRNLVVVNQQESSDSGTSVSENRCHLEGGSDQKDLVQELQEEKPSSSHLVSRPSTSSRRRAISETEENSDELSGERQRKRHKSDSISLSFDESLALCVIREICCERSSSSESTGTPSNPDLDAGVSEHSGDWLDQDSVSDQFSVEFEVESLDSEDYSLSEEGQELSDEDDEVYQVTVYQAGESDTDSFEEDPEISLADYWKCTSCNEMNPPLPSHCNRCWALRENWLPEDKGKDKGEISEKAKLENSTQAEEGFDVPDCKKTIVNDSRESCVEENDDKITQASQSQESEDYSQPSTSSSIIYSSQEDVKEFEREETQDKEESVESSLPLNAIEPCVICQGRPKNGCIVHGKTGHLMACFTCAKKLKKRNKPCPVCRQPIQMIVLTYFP
tim23-1 inh = tim23-1 yeast growth inhibition; 330,000 tested, 1.3% active; S. cerevisiae tim23-1 growth, BacTiter-Glo luminescence, 24 h; inhibition, % at 20 µM;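 active = growth inhibition of the mutant yeast at or above 50%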;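 note: temperature-sensitive mutant grown at 25 °C; plate controls were DMSO-treated mutant yeast for no effect and medium wells lacking yeast for full effect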
697 NFkB inh = lowers PMA/ionomycin-induced NF-kB signal in 697 B cells; 697 B-cell NF-kB luciferase reporter, 16 h; inhibition, % at 4 µM; 330,000 tested, 0.33% active; in the data active = inhibition above about 35%
XBP1 UPR activ = activators of adaptive arm of unfolded protein response (XBP1) | CHO-XBP1 luciferase reporter, IRE1-XBP1 UPR activation, luminescence; percent of tunicamycin response, DMSO as zero | 330,000 tested, 0.33% active | activation, % at 20 µM;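 active = versus positive control, 20 µM dose yields 30% or more activation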;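 note: 100% = tunicamycin at 10 µg/mL and 0% = DMSO only wells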
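Material – CHO cell line with stable XBP1 luciferase reporter · Buffer or medium – F12 plus 10% FBS · Compound – single point, 20 µM final compound, 1% DMSO · Schedule – 16-18 h cell attachment at 37 °C, then 6 h compound exposure · Signal – Steady-Glo luminescence read · Benchmarks – high control tunicamycin 10 µg/mL final, low control DMSO vehicle only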
* = called active by the depositor.

SMILES	TIM10 inh	UPR CHOP act	tim10-1 inh	Jurkat NFkB inh	Mdm2 MdmX PPI	tim23-1 inh	697 NFkB inh	XBP1 UPR activ
O=S(=O)(c1ccc(F)cc1)N1CCN(c2ccccn2)CC1	2	0.9	8	11	-16	17	14	-1
CC1CN(c2ccc(C(=O)c3ccccc3C(=O)O)cc2[N+](=O)[O-])CC(C)O1 (stereo not drawn)	0	2.5	9	3	17	3	4	5
CO/N=C/C(NC(=O)c1ccc(C(F)(F)F)cc1)C(=O)OC (stereo not drawn)	13	1.4	17	-8	-24	21	8	1
Cc1ccc(C2=NOC(C)(c3nnc(-c4ccncc4)o3)C2)cc1 (stereo not drawn)	-3	-0.8	-18	-4	11	-4	3	-2
CC1CCCN(c2cc(N(C)CCO)c([N+](=O)[O-])c3nonc23)C1 (stereo not drawn)	-22	-1.4	20	-3	12	12	8	-2
CCOC(=O)C1CCN(CCC(=O)Nc2ccc(Cl)cc2)CC1	-12	-2.7	5	-10	17	11	19	-5
Cc1ccc(C(=O)CNc2nc3c(c(=O)[nH]c(=O)n3C)n2Cc2ccccc2)cc1	-5	2.3	1	-3	-3	3	-31	-2
CCOC(=O)C1C(=O)NC(SCC(=O)Nc2nccs2)=C(C#N)C1c1ccccc1OCC (stereo not drawn)	19	1.7	18	13	34	19	-8	-4
C=C(C)COc1ccc(-c2[nH]ncc2Oc2cccc(OC)c2)c(O)c1	39	0.9	-41	1	24	13	5	3
COc1ccccc1/C=C/C(C)=O	14	-0.9	17	2	-13	2	-1	-1
COc1ccc(C2CC2/C(=N/OC(=O)c2cccs2)c2ccccc2)cc1 (stereo not drawn)	63*	5.5	63*	-51	-22	45	-69	2
CCOC(=O)C1(CCCc2ccccc2)CCN(C(=O)CCn2cncn2)CC1	10	3.7	16	13	1	12	-4	3
CCOc1ccccc1NC(=O)c1cccc2ccccc12	12	0.2	21	9	-21	38	6	-2
COC(=O)CCCC1=CC2=CC(=O)C(C)(OC(=O)c3cccs3)C(=O)C2=CO1 (stereo not drawn)	-16	0.9	2	9	29	-7	17	-3
OCC[C@@H]1C[C@@H](O)[C@H](O)[C@@]2(CCCc3ccccc3O2)O1	-1	0.8	-21	-1	21	11	9	1
COc1cccc(-c2nnc(SCC(N)=O)n2-c2ccc(Cl)cc2)c1	0	1.7	2	-6	12	6	5	0
Cc1nc(CSc2nnc3scc(-c4ccc(Cl)cc4)n23)cs1	10	-0.7	31	7	14	20	-2	4
CN1CCN(NC(=S)NC2CCCCC2)CC1	8	-0.5	16	7	-9	14	3	-2
OCCN(Cc1ccccc1)Cc1ccccc1O	8	1.8	6	19	-2	-11	0	-3
COc1ccc(N(CC(=O)N/N=C/c2cccc3c2OCCO3)S(=O)(=O)c2ccc(NC(C)=O)cc2)cc1	5	1.7	12	19	29	14	6	1
COc1cc(C(=O)O)c2ccccc2n1	3	0.3	23	10	-29	10	-8	-3
O=C(CCCCCN1C(=O)c2cccc3cccc(c23)C1=O)N1CCOCC1	9	2.2	13	1	-6	17	15	0
CC(NC(=O)C(=O)NN=C1CCC(C(C)(C)C)CC1)c1ccccc1 (stereo not drawn)	6	0.0	-3	2	-9	11	11	-2
Cc1nc2ncnn2c(N2CCN(c3cccc(C(F)(F)F)c3)CC2)c1C	30	5.6	39	19	10	47	-58	1
COc1cc(CC(=O)Nc2nc(-c3ccc(F)c(F)c3)cs2)cc(OC)c1OC	23	7.0	9	50	29	32	-8	0

Exported with values under each structure: entries from further up.
Fields – TIM10 inh, UPR CHOP act, tim10-1 inh, Jurkat NFkB inh, Mdm2 MdmX PPI, tim23-1 inh, 697 NFkB inh, XBP1 UPR activ
COc1cccc(-c2nnc(SCC(N)=O)n2-c2ccc(Cl)cc2)c1
    0, 1.7, 2, -6, 12, 6, 5, 0
Cc1nc(CSc2nnc3scc(-c4ccc(Cl)cc4)n23)cs1
    10, -0.7, 31, 7, 14, 20, -2, 4

One compound at a time (already shown). Order of values: TIM10 inh, UPR CHOP act, tim10-1 inh, Jurkat NFkB inh, Mdm2 MdmX PPI, tim23-1 inh, 697 NFkB inh, XBP1 UPR activ
CO/N=C/C(NC(=O)c1ccc(C(F)(F)F)cc1)C(=O)OC (stereo not drawn) is listed with 13, 1.4, 17, -8, -24, 21, 8, 1
CN1CCN(NC(=S)NC2CCCCC2)CC1 is listed with 8, -0.5, 16, 7, -9, 14, 3, -2
OCCN(Cc1ccccc1)Cc1ccccc1O is listed with 8, 1.8, 6, 19, -2, -11, 0, -3
Cc1ccc(C(=O)CNc2nc3c(c(=O)[nH]c(=O)n3C)n2Cc2ccccc2)cc1 is listed with -5, 2.3, 1, -3, -3, 3, -31, -2
COc1cc(CC(=O)Nc2nc(-c3ccc(F)c(F)c3)cs2)cc(OC)c1OC is listed with 23, 7.0, 9, 50, 29, 32, -8, 0

(list continues)
SMILES	TIM10 inh	UPR CHOP act	tim10-1 inh	Jurkat NFkB inh	Mdm2 MdmX PPI	tim23-1 inh	697 NFkB inh	XBP1 UPR activ
COc1cc(OC)cc(-n2nnnc2SCC(=O)NCc2ccc3c(c2)OCO3)c1	11	0.1	17	-6	-2	6	4	-3
Cn1c(-c2ccc(F)cc2)cnc1SCC(=O)NCc1ccco1	-2	0.3	21	-8	-17	-7	3	-1
O=C(COC(=O)CCC1CCCC1)Nc1nc2c(F)c(F)c(F)cc2s1	6	-2.2	9	3	-9	-8	16	-2
Cc1nc2cc(C(=O)OCC(=O)NC(C)C(C)C)ccc2n1-c1ccccc1 (stereo not drawn)	10	0.2	25	-4	-5	27	-14	-1
COc1ccc2c(c1)sc(=NC(=O)CS(=O)(=O)c1ccc(F)cc1)n2C	7	1.6	13	14	12	10	2	-3
COc1cc(NC(=S)N2CCN(c3ccccn3)CC2)c(OC)cc1Cl	11	2.1	33	-22	-9	16	-28	1
CC1=C(C(=O)OCc2ccccc2)C(c2ccc(-c3ccccc3)cc2)NC(=O)N1CCCCCC(=O)O (stereo not drawn)	15	1.1	27	4	-22	12	31	1
CCOc1ccc(OCc2ccc(C(=O)N3CCCC(C)C3)cc2)cc1 (stereo not drawn)	7	1.9	41*	-10	0	33	-89	-2
CCC(=O)Nc1nnc(S(=O)(=O)N(C)c2ccccc2)s1	5	-0.6	21	-9	-23	18	-8	0
COc1ccc(CCNC(=O)C2CCN(C(=O)c3cccs3)CC2)cc1	-7	-0.1	-5	-6	18	11	6	-2
O=[N+]([O-])c1ccc(Oc2ccc(S(=O)(=O)N3CCOCC3)cn2)cc1	19	12	14	9	9	16	3	-3
O=C(Cc1ccc([N+](=O)[O-])cc1)Nc1ccc2c(c1)OCO2	10	2.5	-5	13	-13	4	17	3
Cc1ccc(CN2CCN(Cc3ccon3)CC2CCO)cc1 (stereo not drawn)	6	-0.1	-10	18	2	12	12	-3
Cc1cccc(CCNC(=O)C2CCN(S(=O)(=O)N3CCOCC3)CC2)c1	2	0.3	21	11	7	10	14	-2
O=C(NNC(=O)C1CCCCC1)c1cnccn1	1	0.3	-1	7	-1	13	6	-2
O=C(NCCNC(=O)c1ccccc1F)c1ccccn1	-10	-1.2	-14	-2	-20	-7	1	-3
CC(=O)Nc1ccc(NC(=O)N(c2ccccc2)c2ccccc2)cc1	1	1.0	29	3	9	21	3	-8
COc1ccccc1/C=C/C(=O)OCCN1CCOCC1	-10	1.2	8	-11	-8	4	-5	0
CCOC(=O)CSc1nc2ccccc2n2cnnc12	-2	-0.5	10	-12	-11	18	4	3
COc1ccc(CNC(=O)CN2C(=O)NC(C)(c3cccc(Br)c3)C2=O)cc1 (stereo not drawn)	8	-1.1	9	-6	9	3	-13	-3
O=C(NCc1ccccc1)C(c1cccnc1)N(C(=O)c1ccccn1)c1cccc(F)c1 (stereo not drawn)	-9	-0.8	-8	5	15	10	3	6
CC(CC(=O)NCCc1ccc(S(N)(=O)=O)cc1)c1ccccc1 (stereo not drawn)	10	2.0	4	7	21	0	-15	0
Cc1cccc(NC(=O)CCCc2ccccc2)c1	0	6.9	-10	-71	-63	10	16	2
NC(=O)c1ccsc1NC(=O)c1nc(-c2ccccc2)n(-c2ccccc2)n1	15	3.5	6	-1	28	1	-1	2
O=C(NCC1CCCN1S(=O)(=O)c1cccs1)c1ccc(Cl)cc1 (stereo not drawn)	-33	1.2	22	-12	1	3	-15	-2

A portion from further up, as a working copy:
SMILES	TIM10 inh	UPR CHOP act	tim10-1 inh	Jurkat NFkB inh	Mdm2 MdmX PPI	tim23-1 inh	697 NFkB inh	XBP1 UPR activ
COc1cc(OC)cc(-n2nnnc2SCC(=O)NCc2ccc3c(c2)OCO3)c1	11	0.1	17	-6	-2	6	4	-3
Cn1c(-c2ccc(F)cc2)cnc1SCC(=O)NCc1ccco1	-2	0.3	21	-8	-17	-7	3	-1
O=C(COC(=O)CCC1CCCC1)Nc1nc2c(F)c(F)c(F)cc2s1	6	-2.2	9	3	-9	-8	16	-2
Cc1nc2cc(C(=O)OCC(=O)NC(C)C(C)C)ccc2n1-c1ccccc1 (stereo not drawn)	10	0.2	25	-4	-5	27	-14	-1

Other records follow:
SMILES	TIM10 inh	UPR CHOP act	tim10-1 inh	Jurkat NFkB inh	Mdm2 MdmX PPI	tim23-1 inh	697 NFkB inh	XBP1 UPR activ
COc1ccccc1NC(=S)NC(=O)CC(C)C	25	4.3	28	12	16	51*	-5	3
CC(=O)N1CCN(CC(O)COc2ccc(Br)cc2)CC1 (stereo not drawn)	-12	0.2	-4	1	16	0	14	-6
COc1ccc(S(=O)(=O)N2CCC(C(=O)NC3CC(C)(C)NC(C)(C)C3)CC2)cc1	5	1.7	-12	-4	3	-4	18	-6
CCCCC(=O)Nc1ncc(Br)s1	15	0.2	14	-8	-13	42	-34	0
C/C(=N\NC(=O)Cc1ccc(Cl)cc1)c1ccc(F)cc1	-3	2.0	-10	-1	4	9	-2	-4
CCn1c(SCC(=O)NCC2CCCO2)nc2cc(S(=O)(=O)N3CCCCC3)ccc21 (stereo not drawn)	10	1.1	5	5	5	-2	1	1
CCc1nnc(NC(=O)CSc2nnc(C3CCCCC3)n2-c2cccc(Cl)c2)s1	13	1.5	33	-14	13	24	-13	2
O=C(CN1CCC(O)(c2ccc(F)cc2)CC1)NCc1ccc(F)cc1	-4	-2.5	5	5	-32	-18	4	-4
Cc1cc([N+](=O)[O-])ccc1NCc1ccco1	3	0.8	4	8	-2	18	4	3
COc1ccc(-c2noc(CSc3nc4ccccc4c(=O)n3-c3ccc(C)cc3)n2)cc1	5	0.7	5	1	14	19	-6	-1
COc1cc(-c2nnc3sc(Cc4ccc(Cl)cc4)nn23)cc(OC)c1OC	1	1.1	17	8	43	4	18	4
CN=C1S/C(=C\c2cn(CC(=O)OC)c3ccccc23)C(=O)N1C	22	-0.7	27	2	26	22	6	3
O=C(CN1C(=O)c2ccccc2S1(=O)=O)Nc1ccccn1	3	-0.9	-7	11	25	-4	14	-4
N#C/C(=C/c1cn(-c2ccccc2)nc1-c1cccc(OCc2ccc(F)cc2)c1)C(=O)NCCCn1ccnc1	6	3.4	36	-3	52*	21	5	-3

Assay outcomes as filed in PubChem BioAssay.
